From PubChem BioAssay
NFkB SMM: binders of NF-kB p50 subunit, primary screen, biochemical, small molecule microarray, anti-His fluorescence. Nuclear factor NF-kappa-B p105 subunit (Homo sapiens), P19838. anti-His fluorescence binding. calls only. 1.3% of 17,000 active;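 active means spot fluorescence over background significantly raised, with a chance value under 7% in all four replicate spots of the compound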;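 further: probe protein is his-tagged human p50 processed subunit at 1 µg/ml; raw spot fluorescence signals with no normalization applied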
Target sequence (P19838 1-433 limits assumed): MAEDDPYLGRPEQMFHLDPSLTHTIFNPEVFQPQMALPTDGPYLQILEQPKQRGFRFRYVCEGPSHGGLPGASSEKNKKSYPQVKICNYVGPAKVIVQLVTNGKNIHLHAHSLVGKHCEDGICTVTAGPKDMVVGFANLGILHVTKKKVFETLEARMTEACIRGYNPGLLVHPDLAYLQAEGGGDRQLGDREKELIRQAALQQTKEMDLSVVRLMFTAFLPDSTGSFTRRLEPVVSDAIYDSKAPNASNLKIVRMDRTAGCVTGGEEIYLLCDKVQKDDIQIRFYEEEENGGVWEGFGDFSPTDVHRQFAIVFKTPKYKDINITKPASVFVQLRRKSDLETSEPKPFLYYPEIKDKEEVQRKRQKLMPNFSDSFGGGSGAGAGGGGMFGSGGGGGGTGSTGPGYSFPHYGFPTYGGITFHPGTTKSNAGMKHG
Calls only; i = inactive; + = active, no number.

The first five entries, to show the layout:
SMILES	NFkB SMM
Cc1noc(C)c1S(=O)(=O)N(C)C[C@H]1OCCCC[C@H](C)Oc2ccc(NC(=O)NC(C)C)cc2C(=O)N([C@H](C)CO)C[C@@H]1C	i
C[C@H](CO)N1C[C@H](C)[C@@H](CN(C)Cc2ccncc2)Oc2c(NS(=O)(=O)c3ccc(Cl)cc3)cccc2C1=O	i
C[C@@H]1CCCCO[C@H](CN(C)C(=O)CCC(F)(F)F)[C@H](C)CN([C@H](C)CO)C(=O)c2cc(NS(C)(=O)=O)ccc2O1	i
C[C@@H]1CN([C@H](C)CO)C(=O)c2cccc(NC(=O)C3CC3)c2O[C@H]1CN(C)C	i
CN1[C@@H](CC(=O)c2ccccc2)CCC[C@H]1C[C@H](O)c1ccccc1	i

Results, repeating the preview:
SMILES	NFkB SMM
Cc1noc(C)c1S(=O)(=O)N(C)C[C@H]1OCCCC[C@H](C)Oc2ccc(NC(=O)NC(C)C)cc2C(=O)N([C@H](C)CO)C[C@@H]1C	i
C[C@H](CO)N1C[C@H](C)[C@@H](CN(C)Cc2ccncc2)Oc2c(NS(=O)(=O)c3ccc(Cl)cc3)cccc2C1=O	i
C[C@@H]1CCCCO[C@H](CN(C)C(=O)CCC(F)(F)F)[C@H](C)CN([C@H](C)CO)C(=O)c2cc(NS(C)(=O)=O)ccc2O1	i
C[C@@H]1CN([C@H](C)CO)C(=O)c2cccc(NC(=O)C3CC3)c2O[C@H]1CN(C)C	i
CN1[C@@H](CC(=O)c2ccccc2)CCC[C@H]1C[C@H](O)c1ccccc1	i
COc1ccc(S(=O)(=O)N(C)C[C@H]2Oc3ccc(NC(=O)C4CC4)cc3C(=O)N([C@@H](C)CO)C[C@H]2C)cc1	i
CC/C=C\C[C@@H]1C(=O)C=C[C@@H]1CCCCCCCC(=O)O	i
C=CCNC(=O)[C@@H]1[C@H]2C(=O)O[C@H](c3ccccc3)[C@H](c3ccccc3)N2[C@H](c2ccc(OCCO)cc2)[C@@]12C(=O)Nc1ccccc12	i
COc1cc2ccc(=O)oc2cc1OCC(O)C(C)(C)O (configuration not stated)	i
CC(C)NC(=O)Nc1ccc2c(c1)C(=O)N([C@@H](C)CO)C[C@H](C)[C@@H](CN(C)S(C)(=O)=O)OCCCC[C@H](C)O2	i
COc1ccc(S(=O)(=O)N(C)C[C@@H]2Oc3c(NC(=O)NC4CCCCC4)cccc3C(=O)N([C@@H](C)CO)C[C@H]2C)cc1	i
CNC[C@H]1OCCCC[C@H](C)Oc2ccc(NC(=O)c3ccncc3)cc2C(=O)N([C@@H](C)CO)C[C@@H]1C	i
COc1ccc([C@H]2C=C(C(=O)N3CCN(Cc4ccc5c(c4)OCO5)CC3)O[C@@H](OCc3ccc(CO)cc3)C2)cc1	i
Cc1noc(C)c1S(=O)(=O)N(C)C[C@@H]1Oc2ccc(N(C)C)cc2CC(=O)N([C@H](C)CO)C[C@H]1C	i
C[C@H]1CCCCO[C@H](CN(C)S(=O)(=O)c2ccccc2)[C@@H](C)CN([C@@H](C)CO)C(=O)c2cc(NS(C)(=O)=O)ccc2O1	i
Cc1noc(C)c1S(=O)(=O)Nc1cccc2c1O[C@@H](CN(C)C(=O)Nc1ccccc1)[C@@H](C)CN([C@@H](C)CO)C2=O	i
Cc1noc(C)c1S(=O)(=O)Nc1cccc2c1O[C@@H](CN(C)Cc1ccc(Cl)c(Cl)c1)[C@@H](C)CN([C@@H](C)CO)C2=O	i
CC(C)NC(=O)Nc1ccc2c(c1)C(=O)N([C@@H](C)CO)C[C@H](C)[C@@H](CN(C)C(=O)CCCN(C)C)OCCCC[C@@H](C)O2	i
CC(C)[C@@H]1NC(=O)[C@@H](Cc2c[nH]c3ccccc23)n2c1nc1ccccc1c2=O	i
COc1ccc(S(=O)(=O)Nc2ccc3c(c2)C(=O)N([C@H](C)CO)C[C@H](C)[C@@H](CN(C)Cc2ccc(C(=O)O)cc2)O3)cc1	i
COc1ccc([Si](C)(C)[C@@H]2[C@@H](CCO)O[C@]3(C(=O)N(Cc4ccc(NC(C)=O)cc4)c4ccccc43)[C@H]2C)cc1	i
CC(Oc1ccccc1)C(=O)NCCN1CCOCC1 (configuration not stated)	i
COc1c(O)c(C(=O)CCc2ccccc2)c(OC)c(OC)c1OC	i
COc1ccc(CN(C)C[C@@H]2Oc3ccc(NC(=O)Nc4cccc5ccccc45)cc3CC(=O)N([C@H](C)CO)C[C@@H]2C)cc1	i
C[C@H]1CN([C@@H](C)CO)C(=O)c2cccc(NC(=O)C3CCOCC3)c2O[C@H]1CN(C)S(=O)(=O)c1ccc(Cl)cc1	i
CNC[C@@H]1Oc2c(NS(=O)(=O)c3ccc(Cl)cc3)cccc2C(=O)N([C@@H](C)CO)C[C@@H]1C	i
COc1cc2occ(-c3ccc4c(c3)OCO4)c(=O)c2c(OC)c1OC	i
COc1c(C=O)c(O)cc2c1C(=O)c1ccccc1C2=O	i
C[C@@H]1CN([C@@H](C)CO)C(=O)CCCn2nncc2CO[C@@H]1CN(C)C(=O)Nc1ccc(C(C)(C)C)cc1	i
C[C@H](CO)N1C[C@H](C)[C@H](CN(C)S(=O)(=O)c2cccs2)Oc2ccc(NC(=O)CCN3CCOCC3)cc2CC1=O	i
CNC[C@H]1OCCCC[C@@H](C)Oc2ccc(NS(=O)(=O)c3cccs3)cc2C(=O)N([C@H](C)CO)C[C@H]1C	i
COCCOC(=O)N1C(=O)[C@@]2(c3cc(C#CCNC(N)=O)ccc31)[C@H](c1ccc(OCCO)cc1)N1[C@H](c3ccccc3)[C@H](c3ccccc3)OC(=O)[C@H]1[C@@H]2C(=O)NC[C@H](O)c1ccccc1	i
CCc1c(C#N)c(SCC(=O)c2c(C)[nH]c3ccccc23)nc2c1C(=O)CC(C)(C)C2	i
Cc1noc(C)c1S(=O)(=O)N(C)C[C@@H]1OCCCC[C@@H](C)Oc2ccc(NC(=O)Cc3ccccc3)cc2C(=O)N([C@@H](C)CO)C[C@@H]1C	i
COc1cccc(-c2cnc3c(c2)C(=O)N([C@H](C)CO)C[C@H](C)[C@H](CN(C)Cc2ccc4c(c2)OCO4)O3)c1	i
COc1ccc(CN(C)C[C@H]2Oc3ccc(NC(=O)NC4CCCCC4)cc3C(=O)N([C@H](C)CO)C[C@@H]2C)cc1	i
C[C@H](CO)N1C[C@H](C)[C@H](CN(C)S(=O)(=O)c2cn(C)cn2)Oc2ccc(NC(=O)Nc3ccc4c(c3)OCO4)cc2C1=O	i
CCCCC/C=C\C/C=C\C/C=C\C/C=C\CCCC(=O)O	i
COC(=O)C1=NN(C(C)(C)CC(C)=O)C2C(=O)N(C3CCCCC3)C(=O)C12 (configuration not stated)	i
CC1OC(Oc2cc(O)c3c(=O)cc(-c4ccc(O)cc4)oc3c2C2OC(CO)C(O)C(O)C2O)C(O)C(O)C1O (configuration not stated)	i

Part of the list above in order of number of heavy atoms, smallest number first:
SMILES	NFkB SMM
CC/C=C\C[C@@H]1C(=O)C=C[C@@H]1CCCCCCCC(=O)O	i
CCCCC/C=C\C/C=C\C/C=C\C/C=C\CCCC(=O)O	i
COC(=O)C1=NN(C(C)(C)CC(C)=O)C2C(=O)N(C3CCCCC3)C(=O)C12 (configuration not stated)	i
CCc1c(C#N)c(SCC(=O)c2c(C)[nH]c3ccccc23)nc2c1C(=O)CC(C)(C)C2	i
COc1ccc([C@H]2C=C(C(=O)N3CCN(Cc4ccc5c(c4)OCO5)CC3)O[C@@H](OCc3ccc(CO)cc3)C2)cc1	i
CC(C)NC(=O)Nc1ccc2c(c1)C(=O)N([C@@H](C)CO)C[C@H](C)[C@@H](CN(C)C(=O)CCCN(C)C)OCCCC[C@@H](C)O2	i
Cc1noc(C)c1S(=O)(=O)N(C)C[C@H]1OCCCC[C@H](C)Oc2ccc(NC(=O)NC(C)C)cc2C(=O)N([C@H](C)CO)C[C@@H]1C	i

Continuation:
SMILES	NFkB SMM
COc1ccc(CN(C)C[C@H]2Oc3c(NC(=O)c4cnccn4)cccc3C(=O)N([C@H](C)CO)C[C@@H]2C)cc1	i
CCC(=O)N(Cc1cc2ccccc2[nH]c1=O)c1cccc(C)c1	i
CCOC(=O)c1cnc2c(C(=O)OC)cccc2c1NCc1ccco1	i
CC(C)NC(=O)N(C)C[C@H]1OCCCC[C@H](C)Oc2ccc(N(C)C)cc2C(=O)N([C@@H](C)CO)C[C@H]1C	i
COc1ccc(NC(=O)CN2CCOCC2)c([N+](=O)[O-])c1	i
CC(CCC1(C)C(C)CCC2(CO)C(CO)=CCCC21)CC(=O)O (configuration not stated)	i
C[C@H](CO)N1C[C@H](C)[C@H](CN(C)C(=O)Nc2ccccc2)Oc2c(NS(C)(=O)=O)cccc2C1=O	i
CN(C)c1ccc(NC(=O)CSc2nnc(-c3cnccn3)n2C)cc1	i
C[C@@H]1CN([C@H](C)CO)C(=O)c2cc(N(C)C)ccc2O[C@@H]1CN(C)C(=O)Nc1ccc(F)cc1	i
CCCCC/C=C\C/C=C\C(O)CCCCCCC(=O)O (configuration not stated)	i
CC(C)NC(=O)Nc1ccc2c(c1)C(=O)N([C@@H](C)CO)C[C@H](C)[C@@H](CN(C)S(=O)(=O)c1ccccc1)OCCCC[C@H](C)O2	i
COc1ccc(NC(=O)Nc2ccc3c(c2)CC(=O)N([C@@H](C)CO)C[C@@H](C)[C@@H](CN(C)C(=O)Nc2ccc(C(F)(F)F)cc2)O3)cc1	i
CON(C)c1nc(Oc2ccc(=O)[nH]n2)nc(N(C)C)n1	i
N#CCC(=O)Cc1ccccc1[N+](=O)[O-]	i
Cn1c(CC(=O)Nc2ccc(Cl)c(Cl)c2)n[nH]c1=S	i
C[C@H](CO)N1C[C@H](C)[C@H](CN(C)Cc2ccc(C(=O)O)cc2)OCCCC[C@H](C)Oc2ccc(NC(=O)C3CCCCC3)cc2C1=O	i
Cc1ccc2c(c1)C(O)(CC(=O)c1cccnc1)C(=O)N2 (configuration not stated)	i
Cc1nnc(SCc2cc(=O)[nH]c(=S)[nH]2)s1	i
CCC(C)(NC(C)=O)C(=O)NC(Cc1c[nH]c2ccccc12)C(=O)NC(CCC(N)=O)C(=O)O (configuration not stated)	i
NC(=O)C(Cc1ccccc1)NS(=O)(=O)c1ccc2oc3ccccc3c2c1 (configuration not stated)	i
Cc1ccc(S(=O)(=O)CCSc2cccc(C(=O)Nc3ccccc3)c2)cc1	i
C[C@@H]1CN([C@H](C)CO)C(=O)c2cc(NC(=O)CCC(F)(F)F)ccc2O[C@@H](C)CCCCO[C@H]1CN(C)S(=O)(=O)c1ccccc1	i
O=C(OC[C@@H]1[C@H]2c3ccccc3OC1(CO)N=C1SCc3ccccc3CN12)c1ccccc1	i
C[C@H](CO)N1C[C@H](C)[C@@H](CN(C)S(=O)(=O)c2cccs2)Oc2c(NS(C)(=O)=O)cccc2C1=O	i
C[C@H]1CN([C@@H](C)CO)C(=O)c2cc(NS(=O)(=O)c3ccccc3)ccc2O[C@H]1CN(C)C(=O)NC1CCCCC1	i
O=C(O)CC(CCc1ccccc1)OC1OC(CO)C(O)C(O)C1O (configuration not stated)	i
C[C@@H]1CN([C@@H](C)CO)C(=O)c2cc(NC(=O)c3ccncc3)ccc2O[C@@H](C)CCCCO[C@@H]1CN(C)C(=O)CCCN(C)C	i
C[C@@H]1CN([C@@H](C)CO)C(=O)c2cccc(NC(=O)c3nc4ccccc4s3)c2O[C@H]1CN(C)CC1CC1	i
COc1cc2c(CCNC(C)=O)c[nH]c2cc1Cl	i
C[C@H](CO)N1C[C@H](C)[C@H](CN(C)C(=O)Cc2ccccc2)OCc2cn(nn2)CCCC1=O	i
CC(C)NC(=O)N(C)C[C@@H]1OCCCC[C@H](C)Oc2ccc(NC(=O)Nc3ccccc3)cc2C(=O)N([C@H](C)CO)C[C@@H]1C	i
COc1ccc(CN(C)C[C@@H]2OCCCC[C@@H](C)Oc3ccc(NS(=O)(=O)c4cccs4)cc3C(=O)N([C@@H](C)CO)C[C@H]2C)cc1	i
C[C@H](CO)N1C[C@H](C)[C@H](CN(C)S(=O)(=O)c2cn(C)cn2)Oc2c(NC(=O)C3CCOCC3)cccc2C1=O	i
Cc1nn(CC(=O)Nc2sc3c(c2C#N)CCCC3)c(C)c1[N+](=O)[O-]	i
COc1ccc(NC(=O)N(C)C[C@@H]2Oc3ccc(NS(=O)(=O)c4ccccc4)cc3C(=O)N([C@@H](C)CO)C[C@H]2C)cc1	i
Cc1noc(C)c1S(=O)(=O)N(C)C[C@@H]1OCc2cnnn2CCCC(=O)N([C@@H](C)CO)C[C@@H]1C	i
C[C@@H]1CCCCO[C@@H](CN(C)Cc2ccncc2)[C@@H](C)CN([C@@H](C)CO)C(=O)c2cc(NC(=O)Nc3ccccc3)ccc2O1	i
Cc1noc(C)c1S(=O)(=O)N(C)C[C@@H]1Oc2c(NS(=O)(=O)c3ccc(F)cc3)cccc2C(=O)N([C@H](C)CO)C[C@@H]1C	i
CC(C)NC(=O)N(C)C[C@H]1OCCCC[C@H](C)Oc2ccc(NC(=O)c3ccncc3)cc2C(=O)N([C@@H](C)CO)C[C@@H]1C	+
Cc1cccc(C)c1NC(=O)CN1CCN(CCCC(c2ccc(F)cc2)c2ccc(F)cc2)CC1	i
Cc1nnc(SCC(=O)Nc2cccc(Cl)c2Cl)s1	i
C[C@@H]1CN([C@@H](C)CO)C(=O)c2cc(NS(=O)(=O)c3cn(C)cn3)ccc2O[C@H]1CN(C)C(=O)Nc1ccc2c(c1)OCO2	i
CNC[C@H]1Oc2ccc(NC(=O)c3ccncc3)cc2C(=O)N([C@@H](C)CO)C[C@@H]1C	i
CC(=O)c1ccc(NC(=O)CSc2nnc(C34CC5CC(CC(C5)C3)C4)n2C)cc1	i
Cc1noc(C)c1S(=O)(=O)N(C)C[C@@H]1OCCCC[C@@H](C)Oc2ccc(NC(=O)NC(C)C)cc2C(=O)N([C@H](C)CO)C[C@@H]1C	i
Cc1noc(C)c1NC(=O)Nc1ccc2c(c1)C(=O)N([C@@H](C)CO)C[C@H](C)[C@@H](CN(C)C(=O)CCCN(C)C)OCCCC[C@@H](C)O2	i
COc1ccc(NC(=O)N(C)C[C@@H]2Oc3ncc(C#CCN(C)C)cc3C(=O)N([C@H](C)CO)C[C@@H]2C)cc1	i
O=C(CSc1n[nH]c(-c2ccc(Cl)cc2)n1)c1ccc(Br)cc1	i
Cc1noc(C)c1NC(=O)N(C)C[C@@H]1OCCCC[C@H](C)Oc2ccc(N(C)C)cc2C(=O)N([C@H](C)CO)C[C@@H]1C	i

Only part of the results is shown, so the mix of outcomes need not match the whole.
